Screens: PubChem, Sanford-Burnham Center for Chemical Genomics
PfGluPho inh: PfG6PD (Plasmodium falciparum) enzyme inhibition. inhibition, % at 20 µM. 350,000 compounds, 0.78% hits. PfGluPho enzyme, NADPH resazurin-diaphorase fluorescence;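 active = inhibition reaching at least a set limit at 20 µM in the primary screen, cut at about 59% in these data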;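 also: 0% = DMSO wells with substrate and 100% = DMSO wells lacking glucose-6-phosphate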
HKDC1 inh: HKDC1 (human) hexokinase inhibition; Q2TB90; recombinant HKDC1, G6PDH/diaphorase resazurin coupled fluorescence; inhibition, % at 20 µM; 340,000 compounds, 0.16% hits;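 active = inhibition above about 35% when tested at 20 µM, limit read from the data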;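 also: plate controls were DMSO wells with enzyme for no effect and DMSO wells lacking enzyme for full effect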
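Assay system: recombinant HKDC1 hexokinase; detection: coupled resazurin fluorescence, excitation 525 nm, emission 613 nm; benchmarks: DMSO-plus-enzyme-mix negative control, buffer-substituted positive control; compound dosing: single 20 µM dose; schedule: 90 min at room temperature in dark; also added: glucose plus 1 mM ATP as hexokinase substrates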
SENP8 block-1: SENP8 protease inhibition; purified SENP8, Z-RLRGG-aminoluciferin cleavage, luminescence; inhibition, % at 10 µM; AID 2540; 330,000 compounds, 1.2% hits; in the data active = inhibition above about 50%
beta cell repl: induces beta-cell replication in MIN6 cells; MIN6 cells proliferation, ATPlite luminescence, 48 h; cells starved in 0.2% serum; 100% = growth in 10% serum; proliferation, % at 10 µM; 330,000 compounds, 0.29% hits; AID 2380;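 active = compounds whose signal lies at least 3.5 SD above the mean of all wells on their plate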;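 also: 0% = DMSO-treated cells in low-serum medium and 100% = 10% serum control; some compounds called inactive have numbers as strong as hits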
UBC13 inh: human UBC13 polyubiquitination inhibition. UBC13 polyubiquitin chain formation, TR-FRET. P61088. inhibition, % at 20 µM. 330,000 compounds, 0.47% hits; in the data active = inhibition above about 45%, passing the limit was not always enough
SENP8 block-2: SENP8 (human) protease inhibition; Q96LD8; recombinant SENP8, Nedd8 substrate fluorescence; inhibition, % at 20 µM; 360,000 compounds, 0.64% hits; AID 602440; in the data active = inhibition mostly above about 40%, no sharp cut-off; inactive = mostly below about 27%
SENP7 block: SENP7 protease inhibition | 330,000 compounds, 1.5% hits | AID 434973 | recombinant SENP7, Z-RLRGG-aminoluciferin luminescence, 40 min | Q9BQF6 | inhibition, % at 5 µM;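 active = inhibition above about 50% at the single test dose, limit read from the data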;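 also: plate controls were DMSO with enzyme for no effect and no enzyme buffer wells for full effect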
SENP1 FRET inh: inhibitors of human SENP1 SUMO protease catalytic domain; Q9P0U3; recombinant SENP1 catalytic domain, CyPet-SUMO1-YPet FRET cleavage; inhibition, % at 10 µM; 360,000 compounds, 0.21% hits; AID 624204;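 active = inhibition at least 30% at 10 µM, raw YFP signal under a set limit, fluorescence ratio 0.5 to 1.5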;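 also: 0% = enzyme with DMSO and 100% = no enzyme wells; some results filed as inactive read as strong as hits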
Target sequence (Q9P0U3 419-644 limits assumed): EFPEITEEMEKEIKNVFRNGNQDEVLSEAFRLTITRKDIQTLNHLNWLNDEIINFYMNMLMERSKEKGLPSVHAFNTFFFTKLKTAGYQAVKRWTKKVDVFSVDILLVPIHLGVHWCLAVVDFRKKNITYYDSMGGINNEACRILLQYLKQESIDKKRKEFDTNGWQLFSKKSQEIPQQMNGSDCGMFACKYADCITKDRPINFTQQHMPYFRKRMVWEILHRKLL
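Test system: hSENP1 catalytic domain, recombinant; Amount: 20 pM final SENP1 enzyme; Medium: Tris pH 8 buffer plus EDTA, NaCl, BME, BSA, NP40, catalase; Schedule: 50 min enzyme reaction, room temperature, light-protected; Technique: FRET fluorescence in CFP and YFP emission channels; Controls: no-enzyme wells low, DMSO-plus-enzyme wells high control.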
SENP6 inh: blocks the human protease SENP6. Q9GZR1. Recombinant SENP6 catalytic domain, aminoluciferin luminescence. inhibition, % at 10 µM. 330,000 compounds, 1.8% hits;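 active = inhibition above about 50% at the single tested dose, limit read from the data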;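 also: plate controls were DMSO wells with enzyme for no effect and DMSO wells lacking enzyme for full effect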
Target sequence (Q9GZR1 628-1112 limits assumed): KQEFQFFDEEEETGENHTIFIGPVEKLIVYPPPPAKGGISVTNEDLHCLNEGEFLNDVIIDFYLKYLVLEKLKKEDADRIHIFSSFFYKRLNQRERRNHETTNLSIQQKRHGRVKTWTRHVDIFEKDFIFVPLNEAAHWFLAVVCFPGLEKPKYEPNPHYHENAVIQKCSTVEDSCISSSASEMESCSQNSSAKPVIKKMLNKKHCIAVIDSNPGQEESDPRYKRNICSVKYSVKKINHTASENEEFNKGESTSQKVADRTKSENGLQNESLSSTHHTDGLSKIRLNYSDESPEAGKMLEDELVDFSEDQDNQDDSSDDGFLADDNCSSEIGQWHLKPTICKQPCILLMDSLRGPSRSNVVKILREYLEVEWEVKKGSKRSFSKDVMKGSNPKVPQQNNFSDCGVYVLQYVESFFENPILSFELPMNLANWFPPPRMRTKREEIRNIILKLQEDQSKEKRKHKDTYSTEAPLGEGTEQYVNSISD
Active calls of the source: *; . = not tested or not shown.

SMILES	PfGluPho inh	HKDC1 inh	SENP8 block-1	beta cell repl	UBC13 inh	SENP8 block-2	SENP7 block	SENP1 FRET inh	SENP6 inh
O=C(OCc1c(-c2ccccc2)ncc2ccccc12)c1cccs1	-20	1	-11	-6	18	10	-16	2	2
Cc1cc(NC(=O)CCC(=O)N(c2cccnc2)C(C(=O)NC2CCCC2)c2ccccc2)no1 (stereo not given)	1	-1	-11	-2	-3	24	-2	1	-14
CCOC(=O)[C@H]1[C@H]2COc3ccc(Br)cc3[C@@H]2N2C(=O)CN(Cc3ccco3)C(=O)[C@@]12C	5	2	0	-3	4	13	-2	-3	-2
Cc1nc(C)n(C(=O)N(c2ccccc2)c2ccccc2)n1	5	-7	8	0	1	16	7	1	11
COc1cccc(C(=O)N(C)CC2CCN(CCc3cccc(C(F)(F)F)c3)CC2)c1	-11	2	-14	-4	-1	26	-13	-7	-6
CC(=O)N1c2ccc(S(=O)(=O)N3CCCCC3)cc2CC1C(=O)Nc1ccccc1C(F)(F)F (stereo not given)	3	-3	3	4	-5	3	3	0	7
C[C@H](NS(=O)(=O)c1ccc(Cl)cc1)C(=O)OCC(=O)Nc1cc(S(=O)(=O)N2CCOCC2)ccc1Cl	-9	-4	.	.	.	4	.	1	.
CCC(=O)NC(=S)Nc1ccc(NC(=O)COc2ccc([N+](=O)[O-])cc2)cc1	-4	-5	-11	0	-15	20	1	3	-8
S=C(NCCc1ccccc1)NCc1ccccc1Cl	-3	-5	8	-4	1	16	4	1	-6
COc1ccccc1CCC(=O)Nc1ccc(C)cc1Cl	0	0	-14	-1	-6	4	-16	0	-15
CCN(C(=O)COC(=O)c1cc(S(=O)(=O)N(C)C)ccc1Cl)C1CCS(=O)(=O)C1 (stereo not given)	-11	-1	-8	4	-2	-3	11	-1	-9
CC(=O)Nc1ccc2c(c1)[nH]c(=O)c1ccccc12	7	12	.	.	.	-455	.	-1	.
CCCOc1ccccc1C1C(C(=O)OC)=CN(C(C)C)C=C1C(=O)OC	7	0	5	-2	2	-464	5	-17	-5
COc1ccccc1N1CCN(C(CNC(=O)c2ccco2)c2cccnc2)CC1 (stereo not given)	9	1	14	-2	1	2	-4	-2	4
COc1ccc(CCNC(=O)COC(=O)c2cnc(C)cn2)cc1	-13	-9	-4	-4	1	-15	-3	1	-47
Cc1nn2c(=S)[nH]nc2[nH]c1=O	23	6	-2	-3	-8	1	-5	0	-8
CC(=O)N1CCN(c2ccc(NC(=O)c3ccc(Cl)c([N+](=O)[O-])c3)cc2)CC1	9	0	7	-2	-3	19	0	-1	14
O=C(Oc1ccccc1)c1cc2ccccc2oc1=O	-4	-1	-5	0	-5	-65	0	1	-11
COc1ccc(N2C(=O)C3CCCN3C2c2cc(OC)c(OC)cc2OC)cc1 (stereo not given)	13	-6	-1	1	-3	-4	1	-1	-6
CCOC(=O)C1(CCOc2ccccc2)CCN(S(=O)(=O)N(C)C)CC1	5	-5	2	-3	4	7	1	0	7
Cc1c(C(=O)N2CCC2)oc2ccc(Cl)cc12	-4	-7	-16	-2	6	5	-5	0	-32
Cc1cc(C)n(-c2nc3c(c(=O)[nH]c(=O)n3C)n2CC(O)COc2ccccc2)n1 (stereo not given)	-1	-4	-2	-1	8	12	-2	-1	9
CC(C)Cn1c(SCC(=O)Nc2cccc(S(N)(=O)=O)c2)nc2ccccc2c1=O	1	6	-14	0	0	2	-8	2	-14
CCN1CCN(C(=O)C2CCN(S(=O)(=O)c3ccc(SC)cc3)CC2)CC1	2	-3	1	16*	6	0	7	6	-6

Three compounds out of the list above, arranged by their value in HKDC1 inh, ascending:
canonical_smiles,HKDC1 inh
Cc1c(C(=O)N2CCC2)oc2ccc(Cl)cc12,-7
CCOC(=O)C1(CCOc2ccccc2)CCN(S(=O)(=O)N(C)C)CC1,-5
CCN1CCN(C(=O)C2CCN(S(=O)(=O)c3ccc(SC)cc3)CC2)CC1,-3

Later entries:
SMILES	PfGluPho inh	HKDC1 inh	SENP8 block-1	beta cell repl	UBC13 inh	SENP8 block-2	SENP7 block	SENP1 FRET inh	SENP6 inh
Cc1ccc(C)c(-n2c(SCC(=O)O)nc3sc4c(c3c2=O)CCCC4)c1	-10	-4	-10	-3	-4	3	-10	4	2
O=C(CS(=O)c1ccccc1[N+](=O)[O-])Oc1ccc(Br)cc1 (stereo not given)	-6	-4	-4	-4	10	6	-1	1	-37
CCc1ccc2[nH]c(=O)c(C(c3nnnn3CC3CCCO3)N3CCN4CCCC4C3)cc2c1 (stereo not given)	-10	-3	-2	-2	-4	-119	-2	-53	-22
CC(C)c1nnc(NC(=O)CCC(=O)N2CCN(Cc3ccccc3)CC2)s1	-8	-2	2	-2	0	9	14	0	4

12 compounds out of the list, sorted by molar mass, ascending:
SMILES	PfGluPho inh	HKDC1 inh	SENP8 block-1	beta cell repl	UBC13 inh	SENP8 block-2	SENP7 block	SENP1 FRET inh	SENP6 inh
Cc1c(C(=O)N2CCC2)oc2ccc(Cl)cc12	-4	-7	-16	-2	6	5	-5	0	-32
O=C(Oc1ccccc1)c1cc2ccccc2oc1=O	-4	-1	-5	0	-5	-65	0	1	-11
COc1ccc(CCNC(=O)COC(=O)c2cnc(C)cn2)cc1	-13	-9	-4	-4	1	-15	-3	1	-47
O=C(CS(=O)c1ccccc1[N+](=O)[O-])Oc1ccc(Br)cc1 (stereo not given)	-6	-4	-4	-4	10	6	-1	1	-37
COc1ccc(N2C(=O)C3CCCN3C2c2cc(OC)c(OC)cc2OC)cc1 (stereo not given)	13	-6	-1	1	-3	-4	1	-1	-6
Cc1ccc(C)c(-n2c(SCC(=O)O)nc3sc4c(c3c2=O)CCCC4)c1	-10	-4	-10	-3	-4	3	-10	4	2
CC(=O)N1CCN(c2ccc(NC(=O)c3ccc(Cl)c([N+](=O)[O-])c3)cc2)CC1	9	0	7	-2	-3	19	0	-1	14
COc1ccccc1N1CCN(C(CNC(=O)c2ccco2)c2cccnc2)CC1 (stereo not given)	9	1	14	-2	1	2	-4	-2	4
Cc1cc(C)n(-c2nc3c(c(=O)[nH]c(=O)n3C)n2CC(O)COc2ccccc2)n1 (stereo not given)	-1	-4	-2	-1	8	12	-2	-1	9
CCN1CCN(C(=O)C2CCN(S(=O)(=O)c3ccc(SC)cc3)CC2)CC1	2	-3	1	16*	6	0	7	6	-6
CC(C)Cn1c(SCC(=O)Nc2cccc(S(N)(=O)=O)c2)nc2ccccc2c1=O	1	6	-14	0	0	2	-8	2	-14
CCc1ccc2[nH]c(=O)c(C(c3nnnn3CC3CCCO3)N3CCN4CCCC4C3)cc2c1 (stereo not given)	-10	-3	-2	-2	-4	-119	-2	-53	-22

An unsorted share of the library, and some 4% of all compounds hit somewhere here.
